aGlu spleen mod: inhibitors or activators of human alpha-glucosidase in spleen homogenate | AID 2112 | Potency, µM (highest dose often 79.9 µM), without a hit: top-dose activity change, negative = inhibition, hits mostly inhibitors | human spleen homogenate, 4-MU-alpha-glucoside fluorescence | 0.006% of 240,000 active | P10253;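 note: 0% = enzyme with vehicle and -100% = no enzyme basal signal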
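AC50 values come from Hill-equation fits of concentration-response data, normalized to no-enzyme and full-activity controls. Enzyme source: 1 ug human spleen homogenate; 1 mM fluorogenic 4-MU glucoside, pH 5.0 citrate buffer, 37 C, 40 min.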
Tau fibril FP: blocks human tau fibril formation measured by polarization; P10636; K18 P301L tau heparin fibrillization, Alexa594 FP, 6 h; Potency, µM (top dose mostly 57.7 µM), for inactives: at the top dose activity, negative = inhibition, actives largely listed as inhibitors; 0.39% of 280,000 active; note: % is set by controls: 0 for no effect and ±100 for the full control effect; nearly all actives have a fitted effect of over 55% in size
Target sequence (P10636 561-689 P618L limits assumed): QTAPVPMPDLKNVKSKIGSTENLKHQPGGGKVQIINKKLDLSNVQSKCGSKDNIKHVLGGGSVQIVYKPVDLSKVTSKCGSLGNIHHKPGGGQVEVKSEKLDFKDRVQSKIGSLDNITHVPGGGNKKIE
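Heparin (20 uM) drove fibril formation of recombinant tau K18 P301L, 15 uM unlabeled with 0.24 uM Alexa 594 label, for 6 hr at 37 C in 100 mM sodium acetate pH 7. Fluorescence polarization (555/632 nm) read 1 hr after 30 uM ThT.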
Tau fluor cs: counter-screen for tau fibril formation inhibitors. 0.93% of 280,000 active. tau K18 P301L Alexa594 fluorescence, heparin fibrillization. Potency, µM (highest dose often 57.7 µM), for the others: at the top dose activity change, negative = decrease; note: % is set by controls: 0 for no effect and ±100 for the full control effect; nearly all actives have a fitted effect of over 55% in size
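Human K18 P301L tau (15 uM unlabeled plus 0.24 uM Alexa 594-labeled, final) in 100 mM sodium acetate pH 7 was mixed with compound and 20 uM heparin and incubated 6 hr at 37 C.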
Tau fibril ThT: blocks human tau fibril formation measured by thioflavin T. Potency, µM (titrated, usually from 57.4 µM), without a hit: top-dose activity, negative = inhibition, most hits filed as inhibitors. recombinant tau K18 P301L, heparin-induced fibrillization, ThT fluorescence. P10636. AID 1460. 2.1% of 270,000 active; note: % is set by controls: 0 for no effect and ±100 for the full control effect; nearly all actives have a fitted effect of over 55% in size
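ThT emission at 510 nm, taken 1 hr after adding 30 uM dye, quantifies aggregates formed when 20 uM heparin acts on human tau K18 P301L for 6 hr at 37 C.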
GAA inh: alpha-glucosidase (human) inhibition | P10253 | purified human GAA, 4-MU-alpha-glucoside fluorescence | Potency, µM (doses to about 76.9 µM), without a hit: top-dose activity change, negative = inhibition, most hits filed as inhibitors | 0.005% of 200,000 active | AID 1466;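 note: plate controls were uninhibited enzyme wells for no effect and no-enzyme background for full effect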
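qHTS format, compound range up to 77 uM. Human lysosomal enzyme at 4 nM, 400 uM 4-MU glucoside substrate, pH 5.0, 20 min room temperature; fluorescence after alkaline stop gives activity normalized to controls.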
GLA spleen mod: inhibitors or activators of human alpha-galactosidase in spleen homogenate; P06280; human spleen homogenate, 4MU-alpha-Gal fluorescence, 40 min; Potency, µM (highest dose often 80 µM), for the others: top-dose activity change, negative = inhibition, most hits filed as inhibitors; 0.008% of 240,000 active; AID 2107;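 note: 0% = enzyme with vehicle and -100% = no enzyme basal signal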
Target sequence (P06280 32-429 limits assumed): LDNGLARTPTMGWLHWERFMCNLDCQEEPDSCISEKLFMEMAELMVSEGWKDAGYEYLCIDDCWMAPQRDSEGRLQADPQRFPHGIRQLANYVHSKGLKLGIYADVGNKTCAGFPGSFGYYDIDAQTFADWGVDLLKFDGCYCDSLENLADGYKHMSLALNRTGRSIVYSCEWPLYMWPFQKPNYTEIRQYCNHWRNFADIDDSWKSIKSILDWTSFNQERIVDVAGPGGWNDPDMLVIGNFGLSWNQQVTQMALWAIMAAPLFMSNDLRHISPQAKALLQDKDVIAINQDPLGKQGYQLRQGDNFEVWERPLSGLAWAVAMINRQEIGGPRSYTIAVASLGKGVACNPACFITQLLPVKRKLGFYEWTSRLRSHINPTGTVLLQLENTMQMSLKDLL
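Spleen homogenate 1 ug + cpd (titration) + 4-MU-alpha-D-galactopyranoside 1 mM; 37C 40 min; 50 mM citrate/phosphate pH 5.0, 0.01% Tween-20; stop pH 10; fluorescence 365/440; AC50 via Hill.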
GAA glycogen mod: GAA glycogen-cleavage inhibition or activation | recombinant GAA, glycogen substrate, Amplex Red glucose oxidase fluorescence | P10253 | Potency, µM (top dose mostly 76.4 µM), for inactives: at the highest dose activity change, negative = inhibition, actives largely listed as inhibitors | 0.38% of 300,000 active | AID 2100;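 note: 0% = full enzyme reaction and -100% = no-enzyme basal signal; the screen sought inhibitors and activators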
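qHTS, 1536-well; enzyme 4 nM final; cpd up to 77 uM; substrate bovine liver glycogen 30 ug; 50 mM citrate/phosphate pH 5.0, 0.01% Tween-20; 37 C, 40 min; Amplex Red detection 45 min RT; Hill fit → AC50.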
HTT cytoprotect: Huntington cell model cytoprotection by ATP luminescence; PC12 HTT-Q103 induced, cytoprotection, ATP luminescence, 40 h; Potency, µM (top dose mostly 56.4 µM), for the others: cytoprotection (ATP increase), hits mostly activators; 0.14% of 230,000 active; AID 1471;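 note: % of control where 0% means no effect; nearly all actives have a fitted effect of over 45% in size; toxic huntingtin expression switched on by the ecdysone agonist tebufenozide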
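Stable PC12 Q103-GFP cells in serum-supplemented, phenol red-free DMEM; induction by tebufenozide at 100 nM final; compound dose series; cell viability quantified luminescently from ATP.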
* = called active by the depositor; ? = inconclusive; / = no result given; [ ] = another dose, or the depositor's remark. Calls come from the whole dose curve; as a rule, active = well fitted curve in the direction sought with a large enough effect; inconclusive = small, poorly fitted or top-dose-only effect, or another doubt; inactive = no such curve, though single readings can be large; an effect the other way counts as inactive or inconclusive. Potency is the fitted concentration of half-maximal effect.

SMILES	aGlu spleen mod	Tau fibril FP	Tau fluor cs	Tau fibril ThT	GAA inh	GLA spleen mod	GAA glycogen mod	HTT cytoprotect
Cc1cc(NC(=O)COC(=O)c2ccc(NS(=O)(=O)c3ccc(C)c(C)c3)cc2)no1	-5%	?	-27%	-2%	5%	4%	1%	1%
CCOC(=O)c1c(NC(=O)COc2cccc3c2CCN(C)C3=O)sc2c1CCC2	1%	-2%	2%	-14%	0%	3%	7%	/
O=C(c1nc2nc(-c3cccs3)cc(C(F)(F)F)n2n1)N1CCN(Cc2ccccc2)CC1	21%	-7%	-9%	?	?	?	-1%	33%[1.9 µM]
COc1ccc2[nH]c3c(NCCN(C(C)C)C(C)C)ncnc3c2c1	2%	5%	-26%	-9%	10%	9%	6%	22%
CC1CN(C)C(c2ccccc2)C(C)C12NC(=O)NC2=O (stereo unspecified)	-1%	-1%	-9%	-6%	4%	-6%	5%	13%
O=C(O)CCn1cc(/C=C2\SC(=S)NC2=O)c(-c2ccccc2)n1	-10%	-11%	-7%	-15%	-1%	-15%	-8%	0%
O=C(NCCN1CCN(c2cccc(Cl)c2)CC1)Nc1ccccc1C(F)(F)F	/	9%	?	?	/	/	-8%[76.3 µM]	/
CC1(C(=O)OCC(=O)Nc2ccccc2Cl)CC1(Cl)Cl (stereo unspecified)	3%	4%	2%	-6%	-1%	-8%	-5%	1%
Cc1ccc(NC(=O)COC(=O)[C@H](C)NC(N)=O)c(C)c1	11%	8%	4%	5%	3%	-12%	4%	19%
O=C(Nn1cc(C(=O)Nc2ccc(F)cc2F)c2ccccc2c1=O)c1cnccn1	-8%	4%	-3%	-4%	0%	-5%	3%	-28%
O=CNC1CCCc2c1[nH]c1ccc(Cl)cc21 (stereo unspecified)	5%	-4%	?	-12%	-27%[15.4 µM]	?	-3%	-14%
CCOC(=O)CSc1nc2cccnc2n1C	0%	9%	6%	1%	3%	-4%	-1%	-6%[10 µM]
CC1(C)CC2CC(C)(CN2/C=C2/CCCCC2=O)C1 (stereo unspecified)	8%	2%	-5%	-8%	/	4%	-25%	9%[10 µM]
Cn1c(=O)c2c(ncn2CC(O)CNc2ccc(Br)cc2)n(C)c1=O (stereo unspecified)	-21%	5%	-11%	-6%	-31%	3%	3%	-4%
O=C(Nc1ccc2nc(SCC(=O)N3CCOCC3)sc2c1)c1ccc(Br)cc1	/	?	-22%	-7%	/	/	-6%[76.3 µM]	/
O=C(/C(=C\c1ccccc1)c1nc2ccccc2[nH]1)c1ccc(Cl)cc1	-3%	?	-24%	22µM*	4%	3%	-8%	-54%[inhibitor][10 µM]
CC1CCCN(c2cc3c(cc2F)c(=O)c(S(=O)(=O)c2cccc(Cl)c2)cn3Cc2ccccc2)C1 (stereo unspecified)	/	-8%	-1%	-1%	/	/	1%[76.3 µM]	/
CCCCOP(=O)(c1ccc(N(C)C)cc1)C(O)c1ccccc1F (stereo unspecified)	1%	6%	-4%	-3%	-14%	-2%	8%	-4%
CCOc1cc(/C=N/NC(=O)c2cccnc2)ccc1OC(=O)c1ccco1	-16%	-3%	-8%	-12%	-6%	6%	1%	-4%
COC(=O)c1ccc(Cn2nc(C)c(Br)c2C)cc1	-3%	10%	-11%	-14%	-2%	10%	2%	3%[0.074 µM]
O=C(Nc1cccc(-c2cc3ccccc3oc2=O)c1)c1ccc(Br)o1	1%	-19%	?	-12%	-3%	5%	2%	?
COCCCNC(=O)CN(C1CCCCC1)S(=O)(=O)c1ccc(C)cc1	2%	-6%	-3%	-6%	-13%	-1%	5%	9%[10 µM]
Cc1ccc(S(=O)(=O)N2CCCC(C(=O)NCC3COCCO3)C2)cc1 (stereo unspecified)	-5%	-6%	-4%	-2%	-1%	1%	-2%	-4%
Cc1csc(NC(=O)CN(C)S(=O)(=O)c2cccc3cccnc23)n1	4%	1%	-9%	-15%	-9%	1%	24%	-9%
Cc1cccc(CCN=c2c([N+](=O)[O-])nn(-c3ccccc3)n2O)c1	-1%	7%	-23%	?	2%	1%	-6%	-46%[inhibitor]

An excerpt from above in order of their number in GLA spleen mod, high to low:
| canonical_smiles | Tau fibril FP | Tau fibril ThT | GLA spleen mod | GAA glycogen mod |
| --- | --- | --- | --- | --- |
| Cc1cc(NC(=O)COC(=O)c2ccc(NS(=O)(=O)c3ccc(C)c(C)c3)cc2)no1 | ? | -2% | 4% | 1% |
| Cn1c(=O)c2c(ncn2CC(O)CNc2ccc(Br)cc2)n(C)c1=O (stereo unspecified) | 5% | -6% | 3% | 3% |
| O=C(Nn1cc(C(=O)Nc2ccc(F)cc2F)c2ccccc2c1=O)c1cnccn1 | 4% | -4% | -5% | 3% |

Part of the list above, as a markdown table:
| SMILES | aGlu spleen mod | Tau fibril FP | Tau fluor cs | Tau fibril ThT | GAA inh | GLA spleen mod | GAA glycogen mod | HTT cytoprotect |
| --- | --- | --- | --- | --- | --- | --- | --- | --- |
| Cc1cc(NC(=O)COC(=O)c2ccc(NS(=O)(=O)c3ccc(C)c(C)c3)cc2)no1 | -5% | ? | -27% | -2% | 5% | 4% | 1% | 1% |
| CCOC(=O)c1c(NC(=O)COc2cccc3c2CCN(C)C3=O)sc2c1CCC2 | 1% | -2% | 2% | -14% | 0% | 3% | 7% | / |
| O=C(c1nc2nc(-c3cccs3)cc(C(F)(F)F)n2n1)N1CCN(Cc2ccccc2)CC1 | 21% | -7% | -9% | ? | ? | ? | -1% | 33%[1.9 µM] |
| COc1ccc2[nH]c3c(NCCN(C(C)C)C(C)C)ncnc3c2c1 | 2% | 5% | -26% | -9% | 10% | 9% | 6% | 22% |
| CC1CN(C)C(c2ccccc2)C(C)C12NC(=O)NC2=O (stereo unspecified) | -1% | -1% | -9% | -6% | 4% | -6% | 5% | 13% |
| O=C(O)CCn1cc(/C=C2\SC(=S)NC2=O)c(-c2ccccc2)n1 | -10% | -11% | -7% | -15% | -1% | -15% | -8% | 0% |
| O=C(NCCN1CCN(c2cccc(Cl)c2)CC1)Nc1ccccc1C(F)(F)F | / | 9% | ? | ? | / | / | -8%[76.3 µM] | / |
| CC1(C(=O)OCC(=O)Nc2ccccc2Cl)CC1(Cl)Cl (stereo unspecified) | 3% | 4% | 2% | -6% | -1% | -8% | -5% | 1% |
| Cc1ccc(NC(=O)COC(=O)[C@H](C)NC(N)=O)c(C)c1 | 11% | 8% | 4% | 5% | 3% | -12% | 4% | 19% |
| O=C(Nn1cc(C(=O)Nc2ccc(F)cc2F)c2ccccc2c1=O)c1cnccn1 | -8% | 4% | -3% | -4% | 0% | -5% | 3% | -28% |
| O=CNC1CCCc2c1[nH]c1ccc(Cl)cc21 (stereo unspecified) | 5% | -4% | ? | -12% | -27%[15.4 µM] | ? | -3% | -14% |
| CCOC(=O)CSc1nc2cccnc2n1C | 0% | 9% | 6% | 1% | 3% | -4% | -1% | -6%[10 µM] |
| CC1(C)CC2CC(C)(CN2/C=C2/CCCCC2=O)C1 (stereo unspecified) | 8% | 2% | -5% | -8% | / | 4% | -25% | 9%[10 µM] |

(listing goes on)
SMILES	aGlu spleen mod	Tau fibril FP	Tau fluor cs	Tau fibril ThT	GAA inh	GLA spleen mod	GAA glycogen mod	HTT cytoprotect
C/C(CCN1CCCCc2nc(C)c(C)cc21)=N\OC[C@@H](O)[C@@H]1O[C@@H]2OC(C)(C)O[C@@H]2[C@H]1O	-1%[17.4 µM]	?	-17%[11.6 µM]	-16%[11.5 µM]	/	-2%[17.5 µM]	/	?
CCC1=C2CC[C@H]3C(=O)NC(=O)[C@H]3[C@H]2[C@@]2(Cc3ccccc3)C(=NCc3ccccc3)OC(=O)N2C1=O	-10%	-7%	-15%	-11%	/	2%	/	-1%
c1csc(-c2cnc3n2CCCC3)c1	6%	-6%	-4%	-5%	-3%	0%	8%	-15%
O=C(Cc1ccc(Cl)cc1)Nc1ccc(N2CCN(C(=O)c3ccco3)CC2)c(Cl)c1	12%	11%	?	-20%	-3%	34%	-12%	-4%[0.074 µM]
O=C1CN(S(=O)(=O)c2ccc(Cl)cc2C(F)(F)F)CCN1	-2%	-9%	3%	2%	3%	1%	0%	24%
COc1ccc([N+](=O)[O-])cc1NC(=O)CSCc1ccccc1	-6%	3%	?	-13%	0%	-8%	1%	9%[10 µM]
CCOc1cc(C2NC(=S)NC(C)=C2C(=O)Nc2ccccc2)ccc1O (stereo unspecified)	2%	1%	-13%	?	/	6%	?	9%[10 µM]
COc1ccc(CC(C#N)(CO)c2nc3ccccc3[nH]2)cc1 (stereo unspecified)	-4%	1%	-5%	-4%	-7%	-8%	13%	-5%[10 µM]
Cc1ccc(C(=O)NNC(=S)NC(=O)c2ccc(Cl)cc2Cl)cc1	1%	2%	-11%	?	-6%	9%	-2%	-17%
O=C(NC1CCCC1)C(c1ccc(Cl)cc1)N1CCN(C2CCCCC2)CC1 (stereo unspecified)	-5%	2%	-8%	-6%	/	6%	-3%	-11%[10 µM]
COc1ccc(-c2cn(-c3ccc(C)cc3)c(S(=O)(=O)CC(=O)Nc3ccc(F)cc3)n2)cc1	/	?	?	-10%	/	/	4%[76.3 µM]	/
CCN(CC)S(=O)(=O)c1ccc(C(=O)N(c2ccccc2)C2C=CS(=O)(=O)C2)cc1 (stereo unspecified)	-3%	5%	2%	4%	5%	-8%	26%	-11%
CC(C)C[C@H](NC(=O)c1ccc(OC2CCN(C(=O)C3CC3)CC2)cc1)C(N)=O	2%	2%	4%	-8%	9%	4%	-8%	-22%
COc1ccc(CNC(=O)Cn2ncn3cccc3c2=O)cc1	-1%	6%	13%	12%	-7%	-8%	-7%	/
CCOc1ccc(NC(=O)CSc2nnc(COc3c(C)cccc3C)o2)cc1	-11%	-6%	-5%	-10%	5%	-9%	1%	-3%[10 µM]
